Source: PubChem (several laboratories)
Vif inh = HIV Vif self-association inhibitors, primary screen, imaging, HEK293T, single point; HEK293T cells, Vif self-association by quenched fluorescence, 24 h; inhibition, % at 7.49 µM; actives 0.35% (n = 340,000); in the data active = inhibition above about 50%, passing the limit was not always enough; also: some results filed as inactive read as strong as hits
SRC2 inh = inhibition of GAL4-SRC2 driven luciferase reporter, primary screen, SRC2 inhibitor project, cell-based, luminescence; HEK293 GAL4-SRC2 luciferase reporter; inhibition, % at 9 µM; actives 0.17% (n = 370,000);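 active = inhibition above the mean inhibition of all tested compounds plus 3 SD, set per campaign, cut at about 52% in these data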;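 also: 0% = DMSO treated cells and 100% = cells given Gossypol at 36 µM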
LMP1 NFkB inh = EBV LMP1-driven NF-kappaB luciferase reporter inhibitors, primary screen, cell-based, luminescence, single point; actives 0.69% (n = 350,000); LMP1-induced NF-kappaB luciferase reporter cells; AID 504558, 2011; inhibition, % at 12.5 µM; in the data active = inhibition above about 41%;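 also: 0% = neutral control wells and 100% = reference inhibitor control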
NOD2 RIPK2 PPI = NOD2-RIPK2 binding disruptors in cells, primary screen, fluorescence, CHO cells, BLA complementation | actives 0.38% (n = 360,000) | inhibition, % at 4.98 µM | CCF4 ratio; in the data active = inhibition above about 21%;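 also: 0% = vehicle only and 100% = reference blocker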
C8 TRAIL sens = viability loss with TRAIL in NB7+C8 cells, primary screen, TRAIL sensitizer project, cell-based, ATPlite luminescence; inhibition (viability loss, TRAIL sensitization), % at 10 µM; actives 1% (n = 360,000);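 active = compounds causing at least 50% loss of cell viability in the single-dose screen, relative to plate controls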
SRC3 inh = SRC3 coactivator transcriptional activity inhibitors, primary screen, cell-based, luminescence. Nuclear receptor coactivator 3 (Homo sapiens), Q9Y6Q9. HEK293 GAL4-SRC3 luciferase reporter. inhibition, % at 3.6 µM. actives 0.17% (n = 360,000). AID 588352, 2011;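 active = inhibition above a per-campaign cutoff, the mean of all compounds plus 3 SD, cut at about 60% in these data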;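 also: 0% = DMSO-treated cells and 100% = gossypol-treated cells at 36 µM; higher means less SRC3-driven luciferase light from the GAL4 reporter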
TLR9-MyD88 inh = inhibitors of TLR9-MyD88 association in cells, primary screen, cell-based, CHO, BLA complementation, fluorescence | actives 0.21% (n = 340,000) | AID 504734, 2011 | CCF4 FRET ratio | inhibition, % at 4.98 µM;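 active = inhibition above the mean over all tested compounds plus 3 SD, cut at about 21% in these data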;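 also: 0% = DMSO only wells and 100% = clavulanate BLA inhibitor control wells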
NR2F2 inh = NR2F2 transcriptional activity inhibitors, primary screen, cell-based, luciferase reporter, HEK293T, luminescence. HEK293T NGFI-A luciferase reporter. inhibition, % at 8.6 µM. actives 0.7% (n = 370,000);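 active = inhibition above a per-plate cutoff, mean inhibition of test wells between control levels plus 3 SD, cut at about 38% in these data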;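 also: cells cotransfected with COUP-TFII expression vector driving the NGFI-A reporter; 0% = median of COUP-TF2 test wells and 100% = reporter-only cells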
SRC1 inh = SRC1 coactivator transcriptional activity inhibitors, primary screen, cell-based, luminescence. actives 0.12% (n = 360,000). inhibition, % at 3.6 µM. AID 588354, 2011. HEK293 GAL4-SRC1 luciferase reporter;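 active = inhibition above the campaign mean plus 3 SD, with each screening campaign given its own cutoff, cut at about 60% in these data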;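 also: 0% = DMSO treated cells and 100% = gossypol at 36 µM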
Target sequence (Q15788 whole entry, looked up, the tested form may be a part): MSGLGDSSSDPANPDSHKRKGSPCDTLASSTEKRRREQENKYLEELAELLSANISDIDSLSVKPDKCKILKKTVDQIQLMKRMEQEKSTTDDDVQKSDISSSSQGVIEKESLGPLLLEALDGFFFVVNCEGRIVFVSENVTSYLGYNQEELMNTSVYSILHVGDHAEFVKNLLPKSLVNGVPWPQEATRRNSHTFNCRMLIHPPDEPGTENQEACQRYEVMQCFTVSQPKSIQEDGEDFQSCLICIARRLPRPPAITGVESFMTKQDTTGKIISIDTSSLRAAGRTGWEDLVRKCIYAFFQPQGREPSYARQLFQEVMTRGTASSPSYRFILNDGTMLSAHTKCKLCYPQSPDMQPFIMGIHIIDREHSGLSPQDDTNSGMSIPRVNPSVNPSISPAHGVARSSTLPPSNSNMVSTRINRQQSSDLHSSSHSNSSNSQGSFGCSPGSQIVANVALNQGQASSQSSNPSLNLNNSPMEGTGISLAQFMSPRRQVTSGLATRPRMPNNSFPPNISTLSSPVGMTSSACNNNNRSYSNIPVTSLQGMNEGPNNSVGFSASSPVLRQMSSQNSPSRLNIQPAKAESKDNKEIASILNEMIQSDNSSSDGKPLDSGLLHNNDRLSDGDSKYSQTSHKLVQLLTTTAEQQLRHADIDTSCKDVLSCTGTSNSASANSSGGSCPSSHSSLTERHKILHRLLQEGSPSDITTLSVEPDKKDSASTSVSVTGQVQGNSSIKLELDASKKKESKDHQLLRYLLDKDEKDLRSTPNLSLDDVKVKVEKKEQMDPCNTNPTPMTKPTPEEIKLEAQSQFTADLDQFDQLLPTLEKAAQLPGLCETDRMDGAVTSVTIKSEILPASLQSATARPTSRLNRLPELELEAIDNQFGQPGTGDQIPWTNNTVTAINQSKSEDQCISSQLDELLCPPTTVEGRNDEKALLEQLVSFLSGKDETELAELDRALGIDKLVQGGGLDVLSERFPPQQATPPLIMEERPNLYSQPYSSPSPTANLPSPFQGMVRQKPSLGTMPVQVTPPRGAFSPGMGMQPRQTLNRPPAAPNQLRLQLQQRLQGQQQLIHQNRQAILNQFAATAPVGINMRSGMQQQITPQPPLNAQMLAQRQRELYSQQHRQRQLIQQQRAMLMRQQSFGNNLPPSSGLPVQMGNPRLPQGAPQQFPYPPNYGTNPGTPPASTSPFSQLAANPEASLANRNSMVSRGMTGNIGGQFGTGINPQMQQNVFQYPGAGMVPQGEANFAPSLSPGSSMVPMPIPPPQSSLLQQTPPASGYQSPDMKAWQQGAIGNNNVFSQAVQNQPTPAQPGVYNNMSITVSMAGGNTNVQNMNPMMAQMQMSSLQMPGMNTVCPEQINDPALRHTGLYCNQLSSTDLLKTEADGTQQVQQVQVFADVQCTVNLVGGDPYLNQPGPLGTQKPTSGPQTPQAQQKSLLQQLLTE
NR5A2 inv ag = LRH-1 (NR5A2) inverse agonists, primary screen, cell-based, luminescence, HEK293T, StAR-luciferase reporter | actives 0.13% (n = 360,000) | inhibition, % at 3.6 µM | LRH-1 transfected, 24 h;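 active = inhibition above the mean inhibition of all tested compounds plus 3 SD, cut at about 73% in these data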;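 also: 0% = DMSO wells and 100% = reporter-only cells lacking LRH-1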
TROY signal inh = inhibitors of TROY-driven NF-kB signaling, primary screen, Q293 LMP1-TROYcd cells, NF-kB luciferase, uHTS | Q293 LMP1-TROYcd NF-kB luciferase reporter, 4 h | inhibition, % at 10 µM | actives 0.98% (n = 360,000) | AID 1347056, 2019;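 active = compounds whose plate-normalised and pattern-corrected inhibition of the luciferase reporter signal at the single screening dose is 50% or more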
Numbers without * were called inactive; / = no result given. An excerpt; count on the stated rates, not on these rows.

canonical_smiles	SRC1 inh	C8 TRAIL sens	SRC2 inh	Vif inh	LMP1 NFkB inh	SRC3 inh	NOD2 RIPK2 PPI	NR2F2 inh	TLR9-MyD88 inh	NR5A2 inv ag	TROY signal inh
CCOC(=O)C1=C(COC(=O)/C=C/c2ccccc2Cl)NC(=O)NC1C (centres undefined)	-43	2	-14	1	3	-71	-11	-3	-3	-25	-32
CCc1ccc2oc(=O)cc(CN3CCC(C)CC3)c2c1	-9	7	-4	-1	-5	-19	-11	3	8	-1	13
CC(C)COc1ccc(CNC(=S)N/N=C/c2ccc([N+](=O)[O-])cc2)cc1	0	-3	-25	/	8	-4	-2	3	6	0	-15
Cc1ccc(CNC(=O)CC(NC(=O)c2ccccc2)c2ccccc2)cc1 (centres undefined)	-17	-1	17	7	1	-25	-1	4	-5	-5	10
O=C1CN(C(=O)COC(=O)c2ccc[n+]([O-])c2)c2ccccc2N1	3	1	0	15	8	18	-35	-6	-2	10	3
CC(=O)c1ccc(OCCCC(=O)N2CCN(S(=O)(=O)c3ccc(C(C)C)cc3)CC2)cc1	-3	6	18	-15	-1	6	2	23	-3	1	6
Clc1ccccc1Cc1noc(CN2CCCCC2CCc2ccccn2)n1 (centres undefined)	-13	-3	6	3	0	21	-9	15	-3	14	6
COC(=O)C1=CN(Cc2cccs2)C=C(C(=O)OC)C1c1ccc(OC)cc1OC	-7	-7	-23	0	-5	11	-12	21	-1	8	-12
O=C(NC1CCCN(c2ccc(C(F)(F)F)cn2)C1)c1ccncc1 (centres undefined)	12	-29	4	9	1	-13	-6	-22	3	0	-4
O=C(CN1C(=O)NC2(CCCCC2)C1=O)N1CCN(C(=O)c2cccs2)CC1	-16	4	-48	-2	0	-12	-9	-1	-8	-7	-8
CCN(CC)CCN(C(=O)c1ccc(C(=O)c2ccccc2)cc1)c1nc2ccc(OC)cc2s1	-24	7	-4	-1	-9	2	7	-11	-12	5	-16
COCc1ccc(C(=O)N2CCCCC2C(=O)Nc2ccc(-n3nc(C)cc3C)cc2)o1 (centres undefined)	-13	10	31	-8	4	14	0	-8	6	0	5
CCC(=O)Nc1c(S(=O)(=O)c2ccccc2)c2nc3ccccc3nc2n1C(C)c1ccccc1 (centres undefined)	8	9	24	-8	2	15	-3	3	0	11	73*
Clc1nc2nc3n(c2nc1Cl)CCC3	-82	-13	-2	-1	4	-16	-7	21	-8	-10	2
C/C(=N\NC(=O)C(=O)Nc1c(C)n(C)n(-c2ccccc2)c1=O)c1ccc(Cl)s1	-15	0	-13	12	1	5	2	-9	7	0	14
CCOc1ccc(-c2nc(N)nc(C)c2-c2ccc(OC)c(OC)c2)c(O)c1	1	-3	10	3	2	-11	0	-5	-8	5	-12
CCC(=O)Oc1ccc(-c2cnc3ccccc3n2)cc1	-102	13	-67	/	-10	-46	2	-56	20	-59	-45
Fc1ccc(NC(=S)Nc2ccccc2Cl)cc1	-3	0	10	-1	-8	8	4	0	-3	-10	-14
Cc1cc(C(=O)CSc2cccc[n+]2[O-])c(C)n1-c1ccc(OC(F)F)cc1	-37	7	-15	-1	-11	-21	4	10	-3	-71	5
Cc1cc(C)c2[nH]c(=O)c(C(c3nnnn3Cc3ccc4c(c3)OCO4)N3CCCCC3)cc2c1 (centres undefined)	-7	0	-15	2	-7	3	-2	5	-2	-11	-13
N#C/C(C(=O)Oc1ccccc1)=C1\C=CC=CN1	-72	10	-22	3	-14	-61	0	-26	-2	-129	-42
COc1cccc(CNn2cn[nH]c2=S)c1OCc1ccccc1	-6	4	-4	-19	-8	0	0	-20	-5	9	-17
CSCCCNC(=S)Nc1ccc(N2CCOCC2)cc1	14	20	9	0	-3	-3	-8	-15	-3	-18	-17
Cc1cc(N2C(=O)C(=O)/C(=C(/O)c3ccccc3)C2c2cccc(Br)c2)no1 (centres undefined)	7	6	11	-1	1	21	0	4	6	7	-4
CCOc1ccc(N(C)S(=O)(=O)c2ccc(C)c(C(=O)OCC(=O)c3c[nH]c4ccccc34)c2)cc1	-4	24	6	3	1	-2	-12	-6	-9	17	23
O=C(O)c1ccc(NC2=C/C(=N/S(=O)(=O)c3cccs3)c3ccccc3C2=O)cc1	4	55*	-9	/	-6	7	1	0	-7	22	60*
CC(=O)Nc1cccc(NC(=S)Nc2ccc(F)c(Cl)c2)c1	-19	-4	-2	-13	16	10	-3	6	-5	-1	-18
Cc1ccc(S(=O)(=O)NCC(c2ccc3c(c2)OCO3)N2CCN(c3ccccc3)CC2)cc1 (centres undefined)	-10	14	-23	-5	11	7	3	5	3	14	5
Cc1cccc(C)c1NS(=O)(=O)c1cc2c3c(c1)CC(=O)N3CCC2	-70	-1	-2	-1	-6	3	-5	-7	6	-9	6
COc1cc2c(-c3ccc4cc[nH]c4c3)c(-c3ccsc3)oc(=O)c2cc1OC	-10	-4	-3	-3	6	-2	-1	-9	-5	8	-15
CCCCCCC1NC(C(=O)O)CS1 (centres undefined)	-27	-2	-5	4	7	-7	1	17	4	12	-6
COc1ccc(Cn2nnnc2CN2CCC(O)(c3ccc(F)cc3)CC2)cc1	10	-8	21	0	-6	19	6	15	-8	10	-12
CCOc1ccc(NC(=O)N2CCC(n3c(=O)[nH]c4ccccc43)CC2)cc1	13	-4	-7	/	9	-6	7	6	-1	8	-4
COCCNC(=O)c1cc(C(=O)CC(C)C)c[nH]1	17	-15	-12	-10	-3	-9	4	5	3	-1	6
O=C(Nc1ccc(Cl)c(S(=O)(=O)Nc2ccccc2Cl)c1)c1cccs1	-3	-4	-4	0	-5	6	5	19	-19	-22	31
CCc1ccc(N2CC(C(=O)Nc3nccs3)CC2=O)cc1 (centres undefined)	1	7	-29	-6	-11	-13	-4	5	5	4	-7
N#Cc1c(N2CCOCC2)nc(N)c2c(N)nc3c(c12)CC(CCl)O3 (centres undefined)	7	-9	2	-5	2	10	-4	-16	2	12	-11
CC(C)[C@H](NC(=O)c1c(F)cccc1F)C(=O)OCC(=O)NNC(=O)c1ccccc1	-40	-21	4	/	1	6	7	-3	6	7	-3
Cc1cc(Cl)ccc1OCC(=O)N1CCN(c2ncccn2)CC1	2	-5	3	/	9	4	-6	27	-6	4	11
O=C(Cc1cccc(C(F)(F)F)c1)Nc1cccc(S(=O)(=O)N2CCCC2)c1	-8	3	3	/	-2	24	-2	-8	-13	-12	1
O=C(c1cc(-c2cccc(O)c2)on1)N1CCOCC1	-88	-12	-58	4	-12	-87	-6	-47	-7	-169	-23
Cc1ccc(C(=O)Nc2cccc(NC(=O)c3ccc(C)o3)n2)o1	8	1	-6	-1	-3	-2	-7	-6	-5	-37	-20
O=C1c2cccnc2C(=O)N1Cc1ccc(F)cc1S(=O)(=O)NCc1ccco1	-24	-6	-1	4	72*	19	1	-8	-3	1	-17
COc1cccc(CN(CC2CCCO2)S(=O)(=O)c2ccc(S(=O)(=O)NCC3CCCO3)cc2)c1OC (centres undefined)	6	15	13	0	-4	0	-16	5	-6	11	9
CN(C)CC(O)c1ccc(C=Cc2ccc(Cl)cc2)cc1 (centres undefined)	-90	89*	-82	24	-66	-83	5	-42	-4	-100	-27
Cc1ccc(-c2csc3nc(CSc4nnc(-c5ccc(Cl)cc5)n4C)[nH]c(=O)c23)cc1	-18	-2	-7	-16	-4	16	0	-13	-5	-3	15
COC(CNC(=O)C1CCCN(S(=O)(=O)c2c(C)noc2/C=C/c2cccs2)C1)OC (centres undefined)	-17	-2	29	2	4	10	-15	-16	-6	6	16
CCOC(=O)C(NCCc1ccccc1)(NC(C)=O)C(F)(F)F (centres undefined)	4	-6	10	1	-14	26	-6	7	6	9	-7
O=C(OCc1nnn(Cc2ccccc2)c1-c1c(COC(=O)c2ccccc2)nnn1Cc1ccccc1)c1ccccc1	-15	-5	/	-2	-2	-6	1	/	-2	6	-5
CCc1nc(SCC(=O)c2ccccc2)c2ccccc2n1	-5	10	-33	13	9	-3	-8	3	-3	51	-32
CC1CN(Cc2nc3c(c(=O)[nH]c(=O)n3C)n2CCN2CCOCC2)CC(C)O1 (centres undefined)	6	-12	19	-3	-5	12	-1	3	-12	25	-1
Cc1[nH]c2ccc(Cl)cc2c(=O)c1CN1CCCC1	-3	-3	-16	16	3	-27	0	13	2	-14	9
Cn1c(Cc2cccc3ccccc23)nnc1SCC(=O)N1CCN(c2ccccc2)CC1	1	16	-1	-7	2	28	-10	37	7	24	2
CC(CC1CC(C)(C)OC1=O)C(=O)Nc1ccc([N+](=O)[O-])cc1 (centres undefined)	-8	-2	7	-5	9	11	-1	7	7	6	5
CN(CCC#N)C(=O)COC(=O)/C=C/c1cccs1	2	-3	13	-17	-6	14	-3	-7	-8	-12	1
Cc1ccc(C(C(=O)NCc2ccccc2)N(C(=O)c2ccccn2)c2ccccc2)o1 (centres undefined)	-45	13	-24	5	-10	2	-2	12	-2	0	-4
Clc1ccc(-c2ccc(SCc3ccccn3)nn2)cc1	-91	8	-57	-2	-23	-71	3	-51	-3	-162	-58
COCCNC(=O)c1cn(Cc2c(F)cccc2Cl)nn1	-7	11	5	2	-3	6	-13	-1	-5	4	3
COc1ccc(C(=O)NC(Cc2ccc(OC(=O)c3ccc(OC)cc3)cc2)C(=O)O)cc1 (centres undefined)	1	7	1	3	-2	-15	-10	9	-1	-16	-7
COc1ccc(-c2ccc3[nH]c4c(c3c2)CCN2C(=O)[C@@H]([C@H](C)O)[C@@H](N(C)C(=O)Nc3cc(Cl)cc(Cl)c3)C[C@@H]42)cc1	-9	8	9	2	-9	3	8	11	9	-9	12
Cc1nnc(SCCCn2c(N3CCN(c4ccccc4)CC3)nc3c2c(=O)[nH]c(=O)n3C)s1	-12	1	-16	1	0	9	-12	-7	4	8	3

3 compounds out of the list above, arranged by the number in SRC3 inh, ascending.
Molecule	SRC1 inh	SRC2 inh	Vif inh	LMP1 NFkB inh	SRC3 inh	NOD2 RIPK2 PPI	NR2F2 inh	TLR9-MyD88 inh	NR5A2 inv ag
COc1ccc(-c2ccc3[nH]c4c(c3c2)CCN2C(=O)[C@@H]([C@H](C)O)[C@@H](N(C)C(=O)Nc3cc(Cl)cc(Cl)c3)C[C@@H]42)cc1	-9	9	2	-9	3	8	11	9	-9
Cc1nnc(SCCCn2c(N3CCN(c4ccccc4)CC3)nc3c2c(=O)[nH]c(=O)n3C)s1	-12	-16	1	0	9	-12	-7	4	8
CC1CN(Cc2nc3c(c(=O)[nH]c(=O)n3C)n2CCN2CCOCC2)CC(C)O1 (centres undefined)	6	19	-3	-5	12	-1	3	-12	25
